From PubChem
tim10-1 inh = growth inhibitors of tim10-1 mutant yeast; inhibition, % at 20 µM; S. cerevisiae tim10-1 ts strain growth, BacTiter-Glo, 24 h; AID 463190; actives 2.2% (n = 330,000);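 active = inhibition of at least 40%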;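 note: mutant grown at 25 °C; 0% = DMSO wells with yeast and 100% = wells holding no yeast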
MIN6 prolif = MIN6 beta-cell proliferation induction; MIN6 cells proliferation, ATPlite luminescence, 48 h; cells starved in 0.2% serum; 100% = growth in 10% serum; AID 2380; proliferation, % at 10 µM; actives 0.29% (n = 330,000);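 active = compounds whose signal lies at least 3.5 SD above the mean of all wells on their plate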;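 note: 0% = DMSO-treated cells in low-serum medium and 100% = 10% serum control; some compounds called inactive have numbers as strong as hits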
A3G deaminase = inhibitors of human APOBEC3G DNA deaminase; Q9HC16; recombinant A3G, ssDNA deamination FAM/TAMRA fluorescence; inhibition, % at 20 µM; actives 0.28% (n = 330,000);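 active = inhibition of at least 40% at 20 µM, with no more than 30% in the related APOBEC3A deaminase screen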;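 note: plate controls were DMSO wells with A3G for no effect and wells lacking A3G enzyme for full effect; some compounds called inactive have numbers as strong as hits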
mIAP act = mouse IAP activation; muIAP, CDP-Star luminescence, 30 min; active compounds read high; 1 = vehicle-only enzyme signal, 0 = enzyme-free wells; activation factor at 10 µM; actives 0.24% (n = 330,000);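 active = activation factor of at least 2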; note: the source names both 10 and 20 µM as test concentration; values of inactives mirror those of a sister screen read the other way
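also added = chemiluminescent substrate CDP-Star | test system = mouse IAP enzyme | signal = chemiluminescence readout | compound = DMSO-dissolved test compounds | incubation = 30 min at room temperature | benchmarks = DMSO wells, no-enzyme wells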
TIM10 inh = inhibits growth of TIM10 yeast strain; AID 463195; actives 1.4% (n = 330,000); inhibition, % at 10 µM; S. cerevisiae TIM10 strain growth, BacTiter-Glo luminescence, 24 h;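 active = inhibition of 40% or more at the single tested concentration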;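 note: wild-type TIM10 isogenic control strain grown at permissive 25 °C; 0% = DMSO yeast wells and 100% = minimal medium wells without yeast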
mIAP block = blocks mouse intestinal alkaline phosphatase. purified mouse IAP, CDP-Star luminescence, 30 min. inhibition, % at 10 µM. actives 0.2% (n = 330,000). AID 2806;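 active = inhibition of at least 40% at 10 µM in the primary screen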;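 note: plate controls were DMSO with enzyme for no effect and no enzyme wells for full effect; values of inactives mirror those of a sister screen read the other way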
NALP3 yeast inh = NALP3 inhibition in yeast. Yeast reconstituted NLRP3/ASC/caspase-1, beta-gal luminescence, 24 h. inhibition, % at 10 µM. actives 0.39% (n = 330,000);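 active = inhibition of 50% or more; inactive = inhibition below 50%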;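 note: plate controls were induced DMSO wells for no effect and uninduced yeast grown without galactose for full effect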
hIAP inh = human IAP inhibition | P09923 | purified IAP, CDP-Star luminescence, 30 min | inhibition, % at 10 µM | actives 0.12% (n = 330,000);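 active = inhibition reaching a set limit with compound at 10 µM in the primary screen, cut at about 35% in these data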;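 note: plate controls were DMSO wells with enzyme for no effect and no-enzyme buffer wells for full effect; values of inactives mirror those of a sister screen read the other way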
Target sequence (P09923 whole entry, looked up): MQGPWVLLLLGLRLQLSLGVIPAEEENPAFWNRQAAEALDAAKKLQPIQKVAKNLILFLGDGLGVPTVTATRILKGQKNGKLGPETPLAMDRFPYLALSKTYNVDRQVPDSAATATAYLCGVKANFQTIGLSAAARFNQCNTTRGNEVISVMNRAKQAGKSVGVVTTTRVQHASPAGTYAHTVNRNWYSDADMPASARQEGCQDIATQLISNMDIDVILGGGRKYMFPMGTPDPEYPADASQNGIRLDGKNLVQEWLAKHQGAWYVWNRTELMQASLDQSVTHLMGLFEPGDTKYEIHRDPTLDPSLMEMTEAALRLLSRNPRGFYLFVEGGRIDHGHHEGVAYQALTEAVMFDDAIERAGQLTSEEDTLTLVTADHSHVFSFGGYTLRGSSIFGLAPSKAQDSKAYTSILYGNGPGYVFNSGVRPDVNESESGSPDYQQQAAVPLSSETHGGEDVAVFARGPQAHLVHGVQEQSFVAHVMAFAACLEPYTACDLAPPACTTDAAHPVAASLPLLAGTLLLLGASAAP
APOBEC3A inh = human APOBEC3A DNA deaminase inhibition; P31941; recombinant A3A, FAM/TAMRA ssDNA deamination fluorescence; inhibition, % at 20 µM; actives 0.41% (n = 330,000); AID 493011;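 active = at least 40% inhibition at 20 µM here, with at most 30% in a related deaminase screen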;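 note: plate controls were A3A with DMSO for no effect and wells lacking A3A enzyme for full effect; some results filed as inactive read as strong as hits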
Target sequence (P31941 whole entry, looked up): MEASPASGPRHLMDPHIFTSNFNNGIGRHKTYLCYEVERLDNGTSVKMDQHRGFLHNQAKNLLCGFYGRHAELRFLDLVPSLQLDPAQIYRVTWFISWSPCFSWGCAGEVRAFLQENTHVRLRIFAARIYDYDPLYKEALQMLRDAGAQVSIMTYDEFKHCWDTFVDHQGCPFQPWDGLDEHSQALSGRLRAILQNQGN
* = called active by the depositor.

Sequence of screens – tim10-1 inh	APOBEC3A inh	hIAP inh	MIN6 prolif	mIAP block	A3G deaminase	TIM10 inh	NALP3 yeast inh	mIAP act
Cc1ccccc1C(=O)c1c[nH]c(C(=O)N2CCN(c3ccccc3F)CC2)c1
    36.7	4.6	-2.1	-5.2	13.2	-2.5	24.8	15.9	0.868
CC(CN1CCOCC1)OC(=O)c1cccc(Cl)c1 (stereo not drawn)
    2.8	3.6	12.0	-3.1	5.9	-1.0	-6.9	32.0	0.941
COc1cccc(C(=O)NCc2ccccc2OC)c1
    11.4	-4.5	-5.0	1.9	10.3	-6.6	12.9	13.1	0.897
CCN(CC)c1ccc2cc(C#N)c(=O)oc2c1
    -0.2	-3.9	-6.2	-1.0	5.7	-8.7	22.5	20.0	0.943
COc1cc(C2Nc3cc(C)c(C)cc3NC3=C2C(=O)CC(C)(C)C3)ccc1OC(C)=O (stereo not drawn)
    18.7	-3.3	-4.5	-0.5	5.7	3.1	7.1	4.3	0.943
CC1(C)OC(C(N)=O)C(C(N)=O)O1 (stereo not drawn)
    6.1	-3.6	3.2	-1.6	1.7	-4.2	-5.3	3.9	0.983
C[C@]12c3[nH]c4ccccc4c3CCN1C(=O)C(CC(=O)NCc1cccc(C(F)(F)F)c1)C[C@@H]2C(=O)N1CCCCC1 (stereo partly drawn)
    8.0	1.1	1.5	-4.9	-22.9	-0.4	10.3	3.8	1.23
O=C(NCCC1CCCCN1S(=O)(=O)c1ccc(F)cc1)C(=O)NCc1ccncc1 (stereo not drawn)
    -15.9	1.0	-5.0	-3.5	-0.6	-7.5	1.9	11.0	1.01
CC1CC(C)CN(C(=O)CSc2nc(N)cc(=O)[nH]2)C1 (stereo not drawn)
    -2.4	-1.1	11.8	0.4	-5.1	-4.4	5.4	9.5	1.05
Cc1cccn2c(=O)c(/C=N/O)c(N3CCOCC3)nc12
    18.8	-3.5	-5.9	1.6	-18.4	-3.0	0.2	7.3	1.18
CCCCOc1ccc(C(=O)N2CCN(c3ccc(N4CCOCC4)nn3)CC2)cc1
    17.1	0.8	-6.5	1.2	-9.2	8.8	3.9	13.0	1.09
COc1ccc(Cl)cc1S(=O)(=O)NC1CC(C)(C)NC(C)(C)C1
    -2.7	-4.3	10.4	3.7	2.1	-8.3	8.7	0.2	0.979
C/C(=N\NC(=S)NC(C)C)c1cccc([N+](=O)[O-])c1
    33.9	-1.5	11.7	2.4	8.0	-1.8	42.5*	-16.7	0.92
FC(F)Oc1ccc(NC(=S)NCCc2ccccn2)cc1
    14.3	-0.8	0.0	-1.8	-13.5	0.9	8.5	9.2	1.14
CCCc1[nH]n(-c2ccc([N+](=O)[O-])cc2)c(=O)c1C(C)=NCc1ccncc1
    7.2	-1.9	0.0	-0.3	10.7	-8.6	-6.6	8.9	0.893
O=C(CN1C(=O)NC2(CCc3ccccc32)C1=O)c1ccc(F)cc1 (stereo not drawn)
    -2.7	-2.6	2.5	0.7	-0.7	-11.5	-5.9	10.8	1.01
O=C(Nc1c(C(=O)c2ccccc2)oc2ccccc12)c1cc(-c2ccccc2O)n[nH]1
    18.0	2.1	-78.8	-1.3	6.2	-3.9	6.0	23.3	0.938
O=c1c(C(c2ccc(Br)cc2)c2c(O)nc3n(c2=O)CCCS3)c(O)nc2n1CCCS2
    10.8	-1.8	-9.6	0.6	-1.9	-2.7	19.0	12.9	1.02
Cc1ccc(OCCCNCCO)c(Br)c1
    26.6	-5.4	-2.0	-2.0	-6.6	-7.5	-15.2	-0.9	1.07
CCOc1ccc(C2CC(c3cccc(OC)c3)Nc3nc(N)nn32)cc1 (stereo not drawn)
    -6.2	-3.6	7.7	6.1	11.2	-4.9	4.6	4.8	0.888
O=c1cc(C(F)(F)F)c2sc(N3CCCCC3)nc2[nH]1
    25.6	-2.0	8.2	0.1	14.1	-5.5	28.8	-12.3	0.859
COc1cc(NC(=O)CN2C(=O)c3ccccc3S2(=O)=O)cc(OC)c1
    -6.5	-1.9	-8.1	5.5	-7.4	-7.6	5.3	2.8	1.07
CC(C)/C=C(/C(=O)c1ccc(Cl)cc1Cl)n1cncn1
    20.1	-0.2	13.3	-4.7	2.7	-3.1	41.8*	16.1	0.973
O=C(Cc1ccccc1)N1CCc2ccccc21
    -8.1	1.0	-2.5	-1.2	10.9	-1.6	-7.3	21.9	0.891
Cc1ccc([N+](=O)[O-])cc1NC(=O)CN(C)CCOc1ccccc1
    11.5	-2.1	14.8	-2.8	4.0	-8.5	18.3	10.7	0.96
Cc1ccc(C(=O)Nc2ccon2)cc1S(=O)(=O)N1CCOCC1
    14.9	7.4	-0.2	0.0	-9.7	-2.1	7.6	11.2	1.1
Cc1cc(NC2CCCC2)n2nc(C)c(-c3ccccc3)c2n1
    28.4	-3.9	0.8	-5.0	1.6	-6.5	35.0	-2.8	0.984
COC(=O)c1cn(C(=O)c2cccc(C)c2)c2ccccc12
    27.8	0.2	-12.8	2.1	7.5	-2.6	0.7	22.5	0.925
O=C(CCSc1ccc(Cl)cc1)NCc1ccccn1
    7.2	-0.1	1.9	-4.0	4.6	-7.6	3.4	5.7	0.954
CC(C)=CC(=O)Nc1nnc(-c2ccccc2)s1
    -11.8	-1.4	6.6	-3.0	-0.9	-2.5	0.0	20.1	1.01
COC(=O)C[C@H]1c2cc(F)ccc2S(=O)(=O)N1c1ccc(N(C)C)cc1
    7.9	-4.7	-5.1	-0.7	11.3	-8.7	-1.3	14.3	0.887
NC(=O)C1=C[C@@H](c2ccc(C(F)(F)F)cc2)C[C@@H](OCc2ccc(CO)cc2)O1
    5.4	-3.8	1.5	-2.3	1.0	-4.2	8.6	16.6	0.99
O=C(O)CSCCCC(=O)Nc1ccc(Br)cc1
    -7.7	-3.0	31.1	-2.1	-0.1	-3.9	2.0	-2.9	1
CCCC(=O)NC(=S)Nc1cccc(Cl)c1N1CCCCC1
    43.5*	21.3	-13.3	-5.8	3.5	-6.6	50.0*	-30.3	0.965
Cc1ccc(C(=O)c2cc([N+](=O)[O-])ccc2N2CCCCC2)c(C)c1
    29.8	2.7	-32.1	0.0	20.1	-3.2	19.4	5.3	0.799
CCN(CC)CCCN1C(=O)c2oc3ccccc3c(=O)c2C1c1cc(OC)ccc1OC (stereo not drawn)
    2.2	-1.7	-2.3	-2.8	10.0	-4.3	0.8	0.7	0.9
Cc1cc(C)cc(NC(=O)C2C3C=CC4(O3)C2C(=O)N(CCCN2CCCC2)C4C(=O)NC2CCCC(C)C2C)c1 (stereo not drawn)
    11.0	-7.8	-76.8	-1.0	-26.3	-5.7	1.1	20.9	1.26
CCn1cc(-c2cc(C(=O)O)c3ccccc3n2)c(C)n1
    8.5	-1.2	-10.3	0.0	-1.3	-1.5	-8.9	2.4	1.01
CCCCCCc1cc2cc(/C(N)=N/NC(=O)c3ccncc3)c(=O)oc2cc1O
    -15.6	-14.2	-11.1	-7.3	3.6	-41.3	1.4	-4.2	0.964
COc1ccc([C@H]2CC(=O)C=C(c3ccc(NC(C)=O)cc3)C2)cc1OC
    7.6	0.4	13.2	-1.0	1.9	-1.3	1.5	16.2	0.981
CCOC(=O)Cc1cc(=O)[nH]c(/N=C(\N)Nc2ccc(OC)cc2)n1
    -4.6	-5.1	-35.8	-0.5	-5.1	-3.0	-5.7	-9.4	1.05
CN(C)c1ccc(C(CNS(=O)(=O)c2ccc3ccccc3c2)c2c[nH]c3ccccc23)cc1 (stereo not drawn)
    9.7	-0.3	-10.8	-5.6	-10.1	-0.9	20.0	-3.5	1.1
Cc1ccc(NC(=O)CN(C)Cc2c(O)ccc3ccccc23)cc1
    9.6	-0.8	-29.9	-3.1	-19.9	-4.5	7.8	7.5	1.2
CCOC(=O)c1ccc(NC(=S)N(CCCN2CCCCCC2)Cc2ccco2)cc1
    2.6	-2.8	4.7	-2.9	2.7	-4.2	5.5	4.0	0.973
Fc1ccccc1Cc1noc(CN2CCN(Cc3ccc4c(c3)OCO4)CC2)n1
    6.6	2.3	6.3	-1.4	-2.7	-6.8	-1.5	12.8	1.03
CCc1cccc2c(C=C(C#N)C#N)cn(CC(=O)N3CCCC3)c12
    -1.9	-2.3	1.8	-1.2	-6.0	-6.4	-15.1	14.5	1.06
O=C(NCCCN1CCCCCC1)c1ccc(N2CCCC2=O)cc1
    12.6	-0.6	-13.8	-3.8	-9.7	6.9	-5.7	2.5	1.1
COc1cccc(C(=O)N/N=C(\C)c2cccc(NC(=O)c3ccc(F)cc3)c2)c1OC
    20.1	-1.9	-13.9	-0.3	1.2	-7.7	12.0	10.7	0.988
O=C(N/N=C/c1cccc(Oc2ccccc2)c1)c1ccncc1
    26.7	4.3	11.8	-0.1	8.6	-4.6	-8.2	6.9	0.914
CC(=O)c1cccc(NC(=O)C2CCCN(S(=O)(=O)c3cccc4cccnc34)C2)c1 (stereo not drawn)
    13.4	-1.2	6.1	1.4	8.7	-7.2	5.5	3.2	0.913
CCCSc1ncnc2c1oc1ccccc12
    16.2	0.3	18.7	-1.4	3.7	-0.8	11.0	-5.4	0.963
COc1ccc(CCN(C)C(=S)Nc2ccc(SC(F)F)cc2)cc1OC
    6.5	-4.2	-7.6	-0.7	-13.0	-8.2	10.2	10.2	1.13
CC(=O)CCC(=O)OCC(=O)Nc1ccc(SC(F)F)cc1
    -13.4	-0.5	16.5	-1.7	-0.4	-6.6	-12.7	7.2	1
CCOC(=O)CN(Cc1ccccc1)S(=O)(=O)c1ccc(NC(C)=O)cc1
    29.2	-0.6	4.6	-1.1	1.9	-5.8	15.0	1.8	0.981
CCOC(=O)c1c(NC=O)sc2c1CCC2
    8.3	0.6	-5.7	0.0	-7.8	-4.8	3.1	22.6	1.08
Cc1nn(Cc2ccc(F)cc2)c2sc(C(=O)Nc3nccs3)cc12
    16.0	2.6	-12.4	-0.6	5.9	-1.7	-7.3	1.4	0.941
O=C(CCc1nnc2ccc(N3CCCCC3)nn12)NCc1ccco1
    0.2	-3.0	-5.6	-0.1	2.1	-4.4	-5.0	11.9	0.979
COc1cccc(C(C(=O)NC2CCCC2)N(C(=O)c2ccco2)C2CC2)c1OC (stereo not drawn)
    14.2	1.1	3.2	3.6	1.9	-5.3	-7.3	7.5	0.981
CCOc1ncccc1C(=O)OCC(=O)N(CC(C)C)C1CCS(=O)(=O)C1 (stereo not drawn)
    -13.5	4.9	-5.4	-3.0	-12.7	8.0	-1.3	18.6	1.13
CCN(CC)CCCN(Cc1cc2cc3c(cc2[nH]c1=O)OCO3)C(=S)Nc1ccccc1OC
    25.8	1.5	0.1	1.0	-1.4	-3.5	1.3	15.4	1.01
Cc1cc(C)nc(N2CCC(C(=O)Nc3cccc(C(F)(F)F)c3)CC2)n1
    20.1	1.6	-11.0	-2.8	-20.3	2.9	18.8	-3.0	1.2
C/C(=C\C(=O)c1ncc(C(F)(F)F)cc1Cl)N(C)C
    9.8	-0.3	-5.0	-3.9	8.2	-6.9	4.8	3.8	0.918

Two of the compounds above, as labelled records:
CCc1cccc2c(C=C(C#N)C#N)cn(CC(=O)N3CCCC3)c12
  tim10-1 inh = -1.9	APOBEC3A inh = -2.3	hIAP inh = 1.8	MIN6 prolif = -1.2	mIAP block = -6.0	A3G deaminase = -6.4	TIM10 inh = -15.1	NALP3 yeast inh = 14.5	mIAP act = 1.06

O=C(NCCCN1CCCCCC1)c1ccc(N2CCCC2=O)cc1
  tim10-1 inh = 12.6	APOBEC3A inh = -0.6	hIAP inh = -13.8	MIN6 prolif = -3.8	mIAP block = -9.7	A3G deaminase = 6.9	TIM10 inh = -5.7	NALP3 yeast inh = 2.5	mIAP act = 1.1

Rows were taken by chance; 4.6% or so of the library scored in one or more.
